PAX8 reporter: inhibitors of PAX8-driven TPO luciferase reporter, primary screen, RMG-I cells, single concentration. 360,000 tested, 1.2% active. AID 652154, 2013. SteadyGlo, 24 h. inhibition, % at 12.6 µM;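 active = mean replicate inhibition at least 60% with every replicate also reaching 60%; inconclusive = only one of the two criteria is met; inactive = mean below 60% and not all replicates reaching 60%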;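 note: luciferase light reporting Pax8 driven TPO promoter activity; plate controls were median of neutral control wells for no effect and mitoxantrone controls for full effect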
S100A4 MyoIIA: inhibitors of S100A4-myosin IIA peptide binding, primary screen, biochemical, fluorescence polarization, TAMRA-MyoIIA peptide; Protein S100-A4 (Homo sapiens), P26447; inhibition, % at 10.7 µM; 360,000 tested, 0.14% active; AID 652163, 2013;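 active = mean inhibition of at least 70% across replicates, with every replicate also reaching that level; inconclusive = mean inhibition reaches 70% but some replicates fall short; inactive = mean inhibition below 70%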
Target sequence (P26447 whole entry, looked up): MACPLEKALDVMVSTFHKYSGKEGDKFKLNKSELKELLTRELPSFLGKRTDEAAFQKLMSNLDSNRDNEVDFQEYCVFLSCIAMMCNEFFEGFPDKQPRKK
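Compound dosing: one dose per compound; test system: human S100A4 monomer with TAMRA-labelled myosin IIA peptide; probe or stimulus: TAMRA-labelled myosin IIA heavy-chain peptide probe, 5 nM; medium: HEPES buffer with Ca2+, pH 7.2; schedule: 5 min incubation before reading; benchmarks: neutral control DMSO, positive control TFP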
EWS-Fli inh: EWS/Fli-driven NR0B1 reporter inhibitors, primary screen, A673 cells, NR0B1 luciferase, luminescence, MLPCN library; viability-normalised; inhibition, % at 12.6 µM; 350,000 tested, 0.67% active;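 active = mean inhibition of at least 50% after viability correction, with every replicate also passing that limit; inconclusive = mean reaches 50% but only one of two replicates passes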;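 note: firefly luciferase signal divided by Alamar Blue viability fluorescence both relative to DMSO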
FN deposition inh: inhibitors of fibronectin matrix deposition, primary screen, AH1F cells, Alexa488-fibronectin fluorescence, plate reader; 350,000 tested, 0.086% active; AID 743247, 2014; AH1F fibroblasts, overnight; inhibition, % at 12.6 µM;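 active = mean inhibition across replicates of 30% or more, regardless of how many single replicates reach that level; inconclusive = mean under 30% yet at least half of replicates reach 30%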;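 note: positive control wells lacked labelled fibronectin entirely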
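test system = AH1F fibroblasts assembling fluorescent fibronectin matrix | quantity = 10000 AH1F cells per well | buffer or medium = DMEM plus 2% serum, read in PBS | doses = single dose, pinned | incubation = 1 h cell attachment, overnight exposure to compound and label | detection = fluorescence at 485 nm excitation, 525 nm emission | read-out basis = inhibition from reduced deposited-fibronectin fluorescence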
PGC1a acetyl inh: inhibitors of PGC1a acetylation signal, primary screen, cell-based, U2OS, AlphaScreen, inhibitor mode | AlphaScreen anti-acetyl-lysine; with virally co-expressed GCN5 acetyltransferase | inhibition, % at 15.6 µM | 350,000 tested, 0.17% active | AID 651687, 2012;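 active = every replicate shows inhibition of at least 40%; inconclusive = mean inhibition at least 40% but some replicate below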;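 note: 0% = neutral control wells and 100% = positive control wells; some results beyond the cut were filed as inactive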
LGR2 antag: inhibitors of bursicon-induced LGR2 CRE-luciferase signal, primary screen, cell-based, HEK293, CRE-luciferase reporter, bursicon stimulation | Drosophila bursicon receptor LGR2 (rickets) | bursicon-stimulated, 4 h | inhibition, % at 9.99 µM | 380,000 tested, 0.35% active;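 active = drop in luminescence signal, shown as inhibition above about 50% in the replicate tests, limit read from the data, passing the limit was not always enough; inconclusive = probably only some replicates passing the limit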;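 note: agonist challenge used bursicon conditioned medium at about half maximal strength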
ERAP1 inh: human ERAP1 aminopeptidase inhibitors, primary screen, biochemical, single point, plate reader. Endoplasmic reticulum aminopeptidase 1 (Homo sapiens), Q9NZ08. recombinant ERAP1, Leu-AMC fluorescence, 60 min. inhibition, % at 10.7 µM. 340,000 tested, 0.15% active. AID 652197, 2013;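 active = mean replicate inhibition of at least 30%, or all replicates individually reaching that 30% level; inactive = mean below 30% and not every replicate reaching it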;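 note: 0% = neutral control wells and 100% = L-leucinethiol positive control wells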
Target sequence (Q9NZ08 whole entry, looked up): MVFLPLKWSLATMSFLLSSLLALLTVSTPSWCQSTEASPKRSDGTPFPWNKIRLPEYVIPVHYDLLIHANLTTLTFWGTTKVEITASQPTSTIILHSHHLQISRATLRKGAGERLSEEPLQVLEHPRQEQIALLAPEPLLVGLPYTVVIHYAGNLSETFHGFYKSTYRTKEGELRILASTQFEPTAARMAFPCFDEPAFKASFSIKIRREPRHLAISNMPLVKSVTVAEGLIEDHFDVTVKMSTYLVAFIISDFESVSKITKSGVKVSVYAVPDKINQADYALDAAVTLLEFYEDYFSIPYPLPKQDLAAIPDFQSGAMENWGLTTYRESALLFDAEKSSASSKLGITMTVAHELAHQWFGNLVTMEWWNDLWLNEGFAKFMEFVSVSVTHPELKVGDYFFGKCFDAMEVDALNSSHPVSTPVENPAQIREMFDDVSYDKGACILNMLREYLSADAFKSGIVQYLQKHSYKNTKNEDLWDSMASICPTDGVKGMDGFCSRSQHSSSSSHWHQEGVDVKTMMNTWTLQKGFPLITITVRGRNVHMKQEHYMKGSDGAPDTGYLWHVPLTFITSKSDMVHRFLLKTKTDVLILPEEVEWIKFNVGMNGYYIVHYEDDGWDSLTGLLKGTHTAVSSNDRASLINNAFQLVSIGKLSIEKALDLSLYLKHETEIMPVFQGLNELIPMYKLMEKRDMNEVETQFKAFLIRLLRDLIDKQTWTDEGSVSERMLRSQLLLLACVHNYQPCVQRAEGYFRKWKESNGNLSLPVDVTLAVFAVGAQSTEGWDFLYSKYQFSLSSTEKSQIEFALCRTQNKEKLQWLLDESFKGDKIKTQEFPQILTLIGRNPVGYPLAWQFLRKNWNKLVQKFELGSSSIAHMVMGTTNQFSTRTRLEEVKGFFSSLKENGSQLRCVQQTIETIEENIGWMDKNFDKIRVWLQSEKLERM
PglD inh: C. jejuni PglD acetyltransferase inhibitors, primary screen, biochemical, DTNB colorimetric, single point | UDP-N-acetylbacillosamine N-acetyltransferase PglD (Campylobacter jejuni) | inhibition, % at 12.5 µM | 360,000 tested, 0.098% active | AID 602405, 2012 | purified PglD enzyme, DTNB colorimetric CoA detection; in the data active = inhibition above about 16%, passing the limit was not always enough; inconclusive = no clear call, values can overlap the other calls; note: strong numbers were not always called active
* marks the source's active call; other numbers are inactive results; ? = inconclusive; / = no result given; & = joins results of further samples.

SMILES | PAX8 reporter | S100A4 MyoIIA | EWS-Fli inh | FN deposition inh | PGC1a acetyl inh | LGR2 antag | ERAP1 inh | PglD inh
Cc1cccc(OCC(=O)N(Cc2ccc(N(C)C)cc2)C2CCS(=O)(=O)C2)c1 (stereo unspecified) | 4 | -1 | -10 | 0 | 6 | 11 | 1 | 8
CNc1cnc(-c2ccc(C(=O)N3CCOCC3)cc2)cn1 | / | -7 | -15 | 3 | -2 | -26 | 7 | 0
CC(=O)c1cccc(NS(=O)(=O)c2cc(-c3cnc(C4CC4)o3)ccc2C)c1 | 39 | 0 | 38 | -2 | / | 16 | -2 | 3
O=C(c1ccccc1F)N1CCOCC1 | 3 | -4 | -12 | -6 | / | -17 | 0 | 2
CNC[C@@H]1OCCCC[C@H](C)Oc2ccc(NS(C)(=O)=O)cc2C(=O)N([C@@H](C)CO)C[C@H]1C | -5 | 7 | -10 | / | 8 | 15 | 1 | 2
C[C@@H]1CN([C@H](C)CO)C(=O)CCCn2nncc2CO[C@H]1CN(C)C(=O)c1cc(-c2ccccc2)on1 | 2&13&-1 | 0&3 | -15&-2&4 | -3&5 | -14&-1&8 | 6&0 | -10&1 | -1&-1
CNC[C@@H]1Oc2ncc(C#CCC(C)C)cc2C(=O)N([C@H](C)CO)C[C@@H]1C | / | -29 | 2 | -2 | / | -1 | 1 | /
C/C=C/c1ccc([C@@H]2[C@@H](CO)N(C(C)=O)[C@H]2CN(C)C(=O)CN(C)C)cc1 | 1 | / | 1 | -6 | 6 | 11 | / | 0
Cc1ccc(C(=O)COC(=O)c2cn(-c3ccccc3)nc2-c2ccccc2)cc1[N+](=O)[O-] | 9 | -15 | 19 | 1 | / | 10 | 0 | /
CCOC(CNC(=O)c1[nH]c(C(F)(F)F)nc1-c1ccccc1)OCC | -8 | -7 | -14 | 6 | -2 | -4 | 7 | -1
COc1ccc(C(CNC(=O)c2cc3ccccc3cc2O)N2CCOCC2)cc1 (stereo unspecified) | 16 | -13 | 2 | -8 | -8 | -10 | -2 | -3
CCO[C@H]1OC(C(=O)N2CCOCC2)=C[C@@H](c2coc3ccccc3c2=O)[C@@H]1CCCO | -5 | -4 | -5 | -4 | 0 | -4 | -2 | 7
COc1ccc(CCNC(=O)c2ccccc2NS(=O)(=O)c2c(F)cccc2F)cc1 | -18 | 1 | -16 | 4 | / | 3 | 0 | -3
CCCNC(=O)N1[C@H](CO)[C@@H]2c3ccccc3N(C(=O)c3ccccc3)C[C@@H]21 | -4 | -5 | 1 | / | -12 | -10 | 1 | 2
COCCC(=O)N(Cc1ccc2c(c1)OCO2)C(C(=O)NC1CCCCC1)c1ccncc1 (stereo unspecified) | 9 | / | / | 4 | 2 | / | / | -4
CCOc1ccc(N(CC(=O)Nc2c(C)n(C)n(-c3ccccc3)c2=O)S(=O)(=O)c2ccccc2)cc1 | 6 | 1 | -3 | 1 | -24 | -45 | -1 | /
CCCC(=O)Nc1nnc(-c2ccccc2)o1 | -1 | -8 | -9 | 9 | -1 | -5 | 2 | -2
COc1ccc(C(=O)NNC(=O)CCC(=O)NNC(=O)c2ccc(OC)cc2)cc1 | -8 | -3 | -3 | 8 | / | -5 | -3 | /
CC(C)OC1(c2ccccc2)OC(=O)c2ccccc21 (stereo unspecified) | 2 | 3 | -4 | -1 | -3 | 5 | -4 | -3
O=C(C[C@@H]1CC[C@@H](NC(=O)Nc2ccccc2F)[C@H](CO)O1)NCc1ccc(Cl)cc1 | 3 | -7 | 3 | -17 | 0 | -18 | 0 | -4
CC(C)(C)[C@H]1COC(=O)CCCC/C=C\C[C@H](CC(=O)N(CCO)Cc2ccccc2)C(=O)N1 | -15 | -2 | -6 | -11 | / | 6 | -1 | -4
C[C@@H]1CN([C@H](C)CO)S(=O)(=O)c2ccc(C#CCC3CCCC3)cc2O[C@H]1CN(C)C(=O)CC1CC1 | 23 | 6 | 29 | / | 21 | -10 | 1 | 5
OC(COc1ccccc1)CN1CCCC1 (stereo unspecified) | -17 | -2 | -4 | 0 | 2 | 2 | -2 | /
CNC[C@H]1Oc2ncc(C#CC3(O)CCCC3)cc2C(=O)N([C@H](C)CO)C[C@@H]1C | -14 | -17 | -6 | / | 7 | 6 | 1 | -2
COCCOC(=O)N1C(=O)[C@@]2(c3cc(C#CCCO)ccc31)[C@H](c1ccccc1OCCO)N1[C@H](c3ccccc3)[C@H](c3ccccc3)OC(=O)[C@H]1[C@@H]2C(=O)N1CCN(c2ncccn2)CC1 | 4 | 0 | 3 | / | / | / | -2 | -17
CCOC(=O)c1sc(NC(=O)c2ccoc2C)c(C(N)=O)c1C | -9 | -5 | 8 | -4 | / | 2 | -1 | -4
CCOc1ccc(CN2CCC(n3nccc3NC(=O)CCCc3ccccc3)CC2)cc1 | 17 | 0 | 15 | -4 | 0 | -3 | 0 | 4
COc1ccccc1-n1cc(CN2CCN(CC=C(C)C)C(CCO)C2)cn1 (stereo unspecified) | -9 | 4 | 2 | -7 | -4 | -14 | -2 | 4
CCn1nnnc1-c1ccc(OC)c(S(=O)(=O)Nc2ccccc2OC)c1 | 12 | 1 | 1 | / | / | -10 | 0 | /
O=c1c(C(c2ccccc2)c2c(O)sc3ccccc3c2=O)c(O)sc2ccccc12 | / | -11 | / | 5 | / | 13 | / | 2

Sorted by count of non-hydrogen atoms (falling): part of the list above.
SMILES | PAX8 reporter | S100A4 MyoIIA | EWS-Fli inh | FN deposition inh | PGC1a acetyl inh | LGR2 antag | ERAP1 inh | PglD inh
CCOc1ccc(CN2CCC(n3nccc3NC(=O)CCCc3ccccc3)CC2)cc1 | 17 | 0 | 15 | -4 | 0 | -3 | 0 | 4
CCO[C@H]1OC(C(=O)N2CCOCC2)=C[C@@H](c2coc3ccccc3c2=O)[C@@H]1CCCO | -5 | -4 | -5 | -4 | 0 | -4 | -2 | 7
COc1ccc(CCNC(=O)c2ccccc2NS(=O)(=O)c2c(F)cccc2F)cc1 | -18 | 1 | -16 | 4 | / | 3 | 0 | -3
CNC[C@H]1Oc2ncc(C#CC3(O)CCCC3)cc2C(=O)N([C@H](C)CO)C[C@@H]1C | -14 | -17 | -6 | / | 7 | 6 | 1 | -2
CC(=O)c1cccc(NS(=O)(=O)c2cc(-c3cnc(C4CC4)o3)ccc2C)c1 | 39 | 0 | 38 | -2 | / | 16 | -2 | 3
CNc1cnc(-c2ccc(C(=O)N3CCOCC3)cc2)cn1 | / | -7 | -15 | 3 | -2 | -26 | 7 | 0
OC(COc1ccccc1)CN1CCCC1 (stereo unspecified) | -17 | -2 | -4 | 0 | 2 | 2 | -2 | /
O=C(c1ccccc1F)N1CCOCC1 | 3 | -4 | -12 | -6 | / | -17 | 0 | 2

Next section
SMILES | PAX8 reporter | S100A4 MyoIIA | EWS-Fli inh | FN deposition inh | PGC1a acetyl inh | LGR2 antag | ERAP1 inh | PglD inh
COc1cccc(NC(=O)CN(c2ccccc2OC)S(=O)(=O)c2cccs2)c1 | -4 | 2 | 3 | 2 | -1 | -8 | -1 | 4
COc1ccc(C(=O)N/N=C/c2ccc(OC(=O)c3cccs3)cc2)cc1 | 101* | 1 | -3 | -6 | / | -3 | -1 | /
COc1ccc(NC(=O)N(C)C[C@H]2Oc3cc(-c4ccc(C)cc4)ccc3S(=O)(=O)N([C@H](C)CO)C[C@H]2C)cc1 | / | 4 | 12 | / | -4 | -7 | -3 | 3
CCc1nc(N2CCCCC2C(=O)O)c2oc3ccccc3c2n1 (stereo unspecified) | 2 | 1 | 11 | -2 | -5 | 19 | 14 | /
CSc1nc(-c2ccc(N(C)C)cc2)c(C#N)c(=O)n1C | -85 | 4 | -29 | 0 | 14 | / | -1 | -6
CCOCCCNC(=O)CCc1ccc(-n2cnc3cccnc32)cc1 | -14 | 8 | 10 | -4 | 10 | 1 | -1 | 3
C[C@H](O)C#Cc1ccc2c(c1)O[C@@H](CN(C)C(=O)c1ccccc1)[C@@H](C)CN([C@H](C)CO)S2(=O)=O | / | -3 | -8 | 0 | 16 | 0 | -2 | 1
CCOc1ccc(NC(=O)COc2ccccc2C(=O)NCc2ccccc2)cc1 | 3 | -1 | 6 | 4 | -9 | 17 | -4 | 3
CC1=NN(C(=O)c2ccccc2)C(O)(c2ccc(Br)cc2)C1 (stereo unspecified) | -6 | 4 | 3 | -4 | -1 | 8 | / | /
CC(=O)c1ccc(NC(=O)c2sc3nc4n(c(=O)c3c2C)CCCCC4)cc1 | -70 | 0 | -50 | -1 | 6 | -41 | -1 | -4
CCC1CCC/C1=N\NC(=O)c1cc(C)[nH]n1 (stereo unspecified) | / | ? | / | / | 15 | -3 | -2 | 6
Cc1cccc(CC(=O)NC2CCCCCC2)c1 | 8 | 2 | -21 | 10 | -12 | -24 | 3 | -4
CCc1nc(SCC(=O)NCCc2ccccc2)c2c(=O)n(C)c(=O)n(C)c2n1 | 7 | -1 | 3 | -6 | 10 | -7 | 0 | -9
O=C(Nc1ccc(Br)cc1)c1cc(-c2cccs2)on1 | -20 | -1 | -81 | 1 | / | -59 | -1 | 2
Cc1nc2cc3nc(C(F)(F)F)[nH]c3cc2[nH]1 | -24 | -3 | -9 | 1 | 2 | / | -1 | /
C[C@@H]1CCCCO[C@@H](CN(C)Cc2ccncc2)[C@H](C)CN([C@@H](C)CO)C(=O)c2cc(NC(=O)C3CCCCC3)ccc2O1 | 31 | -9 | 4 | / | 17 | -5 | 0 | -5
N/C(=N\OC(=O)c1cccc2ccccc12)c1ccc(Br)cc1 | 3 | -2 | -5 | 6 | / | -33 | -3 | /
C[C@@H]1CN([C@@H](C)CO)C(=O)c2cc(C3=CCCCC3)cnc2O[C@H]1CN(C)Cc1cccnc1 | 9 | 6 | 0 | -9 | -7 | 5 | 0 | -3
COc1ccc(/C=C/C(=O)c2c(O)cc(OC)cc2OC)cc1 | / | 4 | -51 | / | 12 | / | 4 | -10
CN(C(=O)c1cccc(NC(=O)Cc2ccc(NC(=O)C3CCCN(C(=O)C4CC4)C3)cc2)c1)C1CC1 (stereo unspecified) | -11 | -6 | 5 | -10 | -11 | 11 | -2 | 4
CN(C)CC(=O)N[C@H]1C=C[C@H](CC(=O)NCc2ccccc2F)O[C@H]1CO | -4 | 10 | 2 | 1 | 2 | 7 | -6 | 1
CC(C)(C)S(=O)(=O)Cc1nc(-c2ccc(Cl)c(Cl)c2)cs1 | -59 | -4 | -37 | 2 | / | -22 | 2 | /
Cc1cccc(OCC(=O)Nc2ccc(NC(=O)c3ccccc3)cc2)c1 | -21 | 8 | 0 | / | 0 | 1 | -3 | 1

High-throughput results as filed in PubChem BioAssay.
